# PRMT1 inh = PRMT1 methyltransferase inhibitors, primary screen, biochemical, fluorescence polarization; recombinant PRMT1, activity-based probe fluorescence polarization; inhibition, % at 2.79 µM; hit rate 1.3% among 370,000; AID 652257, 2013;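 active means inhibition above about 21% made by adding two undisclosed values, limit read from the data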
# GC-B act = human GC-B receptor activators, primary screen, HEK293 GC-B cells, cGMP TR-FRET, EC30 CNP. Atrial natriuretic peptide receptor 2 (Homo sapiens), P20594. AID 1920062, 2024. 0% at EC30 CNP, 100% saturating CNP. activation, % at 10 µM. hit rate 0.11% among 370,000;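 active means activation at 10 µM reaching about 35% in either raw or pattern-adjusted values, limit read from the data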
# ABHD4 inh = ABHD4 inhibitors, primary screen, biochemical, fluorescence polarization, mouse; (Lyso)-N-acylphosphatidylethanolamine lipase (Mus musculus), Q8VD66; purified mABHD4, FP-Rh probe fluorescence polarization; inhibition, % at 8.92 µM; hit rate 0.54% among 370,000; AID 720543, 2013;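 active means inhibition exceeding the mean over every tested compound plus 3 SD, cut at about 30% in these data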;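 further: 0% = plate median of compound wells and 100% = S159A mutant with DMSO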
# Target sequence (Q8VD66 whole entry, looked up): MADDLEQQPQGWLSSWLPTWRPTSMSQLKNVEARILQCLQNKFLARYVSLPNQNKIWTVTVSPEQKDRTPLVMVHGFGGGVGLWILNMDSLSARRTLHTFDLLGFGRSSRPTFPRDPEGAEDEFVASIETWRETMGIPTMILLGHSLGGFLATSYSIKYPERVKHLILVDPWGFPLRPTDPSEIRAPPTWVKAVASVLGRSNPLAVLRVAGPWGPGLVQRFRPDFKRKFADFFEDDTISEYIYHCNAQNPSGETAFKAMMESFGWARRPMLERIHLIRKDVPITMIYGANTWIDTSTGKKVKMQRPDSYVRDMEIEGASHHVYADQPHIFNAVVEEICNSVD
#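 Assay system: mABHD4 protein; medium: HEPES pH 7.0, NaCl, Pluronic buffer; dosing: 8.92 µM, single dose; schedule: 45 min + 60 min at 25 °C; signal: FP readout, ex 525 nm / em 598 nm; read-out: normalized percent inhibition of probe labeling; repeats: single replicate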
# MBD2 DNA inh = inhibitors of MBD2 binding to methylated DNA, primary screen, biochemical, TR-FRET, DNA-binding domain, human; Methyl-CpG-binding domain protein 2 (Homo sapiens), Q9UBB5; MBD2 binding to methylated oligonucleotide; inhibition, % at 4.4 µM; hit rate 0.31% among 370,000; AID 686964, 2013; in the data active means inhibition above about 13%
# UHRF1 MBD2 ctr = UHRF1 methylated DNA binding inhibitors, primary screen, counter-screen for MBD2 inhibitor project, biochemical, TR-FRET, human UHRF1, single concentration. E3 ubiquitin-protein ligase UHRF1 (Homo sapiens), Q96T88. UHRF1 binding to methylated oligo. inhibition, % at 4.4 µM. hit rate 0.75% among 370,000. AID 687016, 2013; in the data active means inhibition above about 21%;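 further: UHRF1 SRA domain binding a hemimethylated CpG hairpin DNA probe; 0% = median of test compound wells and 100% = reference inhibitor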
# Target sequence (Q96T88 whole entry, looked up, the tested form may be a part): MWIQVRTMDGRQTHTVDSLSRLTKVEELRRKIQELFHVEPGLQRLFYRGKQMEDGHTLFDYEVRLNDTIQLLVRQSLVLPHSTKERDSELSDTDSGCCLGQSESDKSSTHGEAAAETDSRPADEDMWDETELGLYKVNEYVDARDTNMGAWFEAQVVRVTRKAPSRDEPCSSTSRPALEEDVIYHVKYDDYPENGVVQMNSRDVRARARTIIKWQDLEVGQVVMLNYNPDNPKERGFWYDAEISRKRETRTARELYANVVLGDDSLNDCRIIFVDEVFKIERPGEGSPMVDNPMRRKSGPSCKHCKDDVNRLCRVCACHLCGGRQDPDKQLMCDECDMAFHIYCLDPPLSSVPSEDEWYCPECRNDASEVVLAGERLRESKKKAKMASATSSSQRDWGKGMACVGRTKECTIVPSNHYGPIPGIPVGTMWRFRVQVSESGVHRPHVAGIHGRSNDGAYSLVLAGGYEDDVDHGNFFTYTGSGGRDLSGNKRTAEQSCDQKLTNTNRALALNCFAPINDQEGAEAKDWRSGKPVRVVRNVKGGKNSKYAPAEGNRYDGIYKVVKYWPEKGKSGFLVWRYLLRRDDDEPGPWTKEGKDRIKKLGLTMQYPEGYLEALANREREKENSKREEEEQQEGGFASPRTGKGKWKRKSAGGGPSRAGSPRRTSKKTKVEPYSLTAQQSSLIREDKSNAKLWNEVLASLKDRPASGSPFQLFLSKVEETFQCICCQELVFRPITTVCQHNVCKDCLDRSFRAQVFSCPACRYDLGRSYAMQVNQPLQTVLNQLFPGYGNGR
# TCR CD3 inh = inhibitors of human TCR-CD3 interaction, primary screen, biochemical, fluorescence, TAMRA-labeled TCR probe | AID 651800, 2012 | hit rate 0.37% among 360,000 | inhibition, % at 9.4 µM | T-cell receptor (TCR); in the data active means inhibition above about 19%;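 further: recombinant mutant TCR 2C K166C tagged with TAMRA read by polarization; 0% = receptor in buffer alone and 100% = receptor with positive control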
# HTRA1 inhibitor = HTRA1 serine protease inhibitors, primary screen, biochemical, fluorescence polarization, HTS. inhibition, % at 5.96 µM. recombinant HTRA1, FP-rhodamine activity-based probe. Q92743. hit rate 0.5% among 340,000; in the data active means inhibition above about 36%;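 further: 0% = enzyme with DMSO and 100% = wells lacking enzyme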
# NPR1 activator = GC-A stimulated cGMP production enhancers – HEK293 GC-A cells, cGMP TR-FRET, EC30 ANP, primary screen; 0% at EC30 ANP, 100% saturating ANP; activation, % at 10 µM; hit rate 0.14% among 370,000; AID 1671463, 2021; in the data active means activation above about 40%
# SIAE primary = human SIAE inhibitors, primary screen, biochemical, fluorescence polarization, FP-Rh probe, 1536-well HTS | SIAE FP-Rh probe binding | hit rate 0.69% among 370,000 | Sialate O-acetylesterase (Homo sapiens), Q9HAT2 | inhibition, % at 9.66 µM;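 active means inhibition above a cutoff: mean of compounds within the control limits plus 3 SD of those, cut at about 17% in these data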;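 further: 0% = plate median of compound wells and 100% = probe without SIAE protein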
# rCAG binder = binders of r(CAG) RNA repeats, primary screen, biochemical, fluorescence; r(CAG) RNA repeat, TO-PRO-1 dye displacement fluorescence; inhibition, % at 3 µM; hit rate 1.3% among 370,000; AID 651821, 2012;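 active means inhibition above the plate cutoff, the mean of all test compounds on that plate plus 3 SD, cut at about 35% in these data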;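 further: 0% = DMSO alone and 100% = 100 µM mitoxantrone as full dye displacement; higher means more dye released from RNA so lower well fluorescence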
# Active calls of the source: *; nt = no result given. An excerpt, so the mix of outcomes need not match the whole.
# The opening four entries, to show the layout:
1) Nc1c(-c2ccccc2)nc(Cl)nc1-c1ccccc1
2) COc1ccc([C@H]2C[C@H](n3cc(COC(=O)c4ccccc4)nn3)[C@@H](O)CN2C(=O)c2cccs2)cc1
3) CCCCNc1nc2sc3c(c2c(=O)n1-c1cccc(Cl)c1)CCN(C)C3
4) CCN(C(=O)COC(=O)CCCc1c[nH]c2ccccc12)c1c(N)n(Cc2ccccc2)c(=O)[nH]c1=O
screen / no.	1	2	3	4
PRMT1 inh	2	0	3	1
GC-B act	-1	-5	-3	2
ABHD4 inh	1	2	6	8
MBD2 DNA inh	1	6	3	-2
UHRF1 MBD2 ctr	11	2	1	1
TCR CD3 inh	-2	-5	-3	1
HTRA1 inhibitor	-2	-8	-18	16
NPR1 activator	7	6	13	2
SIAE primary	4	-2	5	9
rCAG binder	1	3	-12	3

# This part in full, from the start:
1) Nc1c(-c2ccccc2)nc(Cl)nc1-c1ccccc1
2) COc1ccc([C@H]2C[C@H](n3cc(COC(=O)c4ccccc4)nn3)[C@@H](O)CN2C(=O)c2cccs2)cc1
3) CCCCNc1nc2sc3c(c2c(=O)n1-c1cccc(Cl)c1)CCN(C)C3
4) CCN(C(=O)COC(=O)CCCc1c[nH]c2ccccc12)c1c(N)n(Cc2ccccc2)c(=O)[nH]c1=O
5) Cc1ccc(/C=N/NC(=O)c2c(C)nc3ccc(Br)cn23)cc1
6) O=C(O)CCCn1nc(C(F)(F)F)c2c1CCCCC2
screen / no.	1	2	3	4	5	6
PRMT1 inh	2	0	3	1	-1	0
GC-B act	-1	-5	-3	2	-4	3
ABHD4 inh	1	2	6	8	15	-1
MBD2 DNA inh	1	6	3	-2	1	0
UHRF1 MBD2 ctr	11	2	1	1	-3	2
TCR CD3 inh	-2	-5	-3	1	1	2
HTRA1 inhibitor	-2	-8	-18	16	-2	2
NPR1 activator	7	6	13	2	-1	4
SIAE primary	4	-2	5	9	9	-3
rCAG binder	1	3	-12	3	0	3

# One compound at a time, as listed above. Order of screens: PRMT1 inh | GC-B act | ABHD4 inh | MBD2 DNA inh | UHRF1 MBD2 ctr | TCR CD3 inh | HTRA1 inhibitor | NPR1 activator | SIAE primary | rCAG binder
# Record of Nc1c(-c2ccccc2)nc(Cl)nc1-c1ccccc1 = 2 | -1 | 1 | 1 | 11 | -2 | -2 | 7 | 4 | 1
# Record of CCN(C(=O)COC(=O)CCCc1c[nH]c2ccccc12)c1c(N)n(Cc2ccccc2)c(=O)[nH]c1=O = 1 | 2 | 8 | -2 | 1 | 1 | 16 | 2 | 9 | 3

# More compounds.
7) CCOc1ccc(NC(=O)C2CSC(c3ccncc3)=N2)cc1 (stereo not given)
8) O=C1c2ccccc2C(O)(Cc2ccccc2)N1C1CCCCC1 (stereo not given)
9) COc1ccc(O)c(C(=O)c2cnn(C(=O)c3ccc(C)cc3)c2)c1
10) Cc1cc(N=Nc2ccccc2)c(NCC(O)C(O)C(O)CO)cc1C (stereo not given)
11) CSc1ncc(C(=O)Nc2ccccc2)cn1
12) COCCOC(=O)C1=C(C)NC(=S)NC1/C=C/c1ccccc1 (stereo not given)
screen / no.	7	8	9	10	11	12
PRMT1 inh	10	-3	-3	6	0	1
GC-B act	-8	0	-3	-10	-2	2
ABHD4 inh	-6	1	0	14	3	8
MBD2 DNA inh	7	0	-4	-9	-1	4
UHRF1 MBD2 ctr	1	-1	-4	-1	-2	5
TCR CD3 inh	-8	9	8	-7	-2	-3
HTRA1 inhibitor	-2	nt	-2	45*	3	-6
NPR1 activator	-4	-1	-2	-6	1	28
SIAE primary	-3	4	10	4	0	12
rCAG binder	4	-2	1	5	1	-5

13) O=C(c1ccc(Cl)cc1)C1CCCN(C(=O)/C=C/c2ccccn2)C1 (stereo not given)
14) O=C(O)c1cc(NC(=O)c2cccc(C(=O)Nc3cc(C(=O)O)cc(C(=O)O)c3)c2)cc(C(=O)O)c1
15) O=[N+]([O-])c1ccc(Sc2cccc[n+]2[O-])c2nonc12
16) CC(=O)c1ccc(S(=O)(=O)N2CCC3(CC2)OCCO3)cc1
17) COc1ccc(CCNC(=O)c2ccc(NS(=O)(=O)c3c(C)noc3C)cc2)cc1OC
18) O=C(O)Cn1c(=S)sc2ccccc21
screen / no.	13	14	15	16	17	18
PRMT1 inh	9	-2	88*	-1	2	4
GC-B act	5	6	1	3	1	3
ABHD4 inh	-4	3	26	4	-2	2
MBD2 DNA inh	6	5	-7	2	-1	4
UHRF1 MBD2 ctr	5	1	-3	-1	3	2
TCR CD3 inh	-6	-4	4	3	1	2
HTRA1 inhibitor	3	3	81*	-1	-1	0
NPR1 activator	-4	3	-20	-1	-3	-3
SIAE primary	-14	3	-5	6	0	1
rCAG binder	-6	1	2	-1	4	2

19) O=C(NN1CCOCC1)c1cccc(COc2cccc(Br)c2)c1
20) CCc1ccccc1NC(=O)c1ccc(S(=O)(=O)N2CCCC2)cc1
21) O=C1CCCN1CN(C(=O)c1ccccc1)c1ccccc1
22) O=C(Cn1c(N2CCN(c3ccccc3)CC2)nc2ccccc21)c1ccccc1
23) CC(C)[C@H](NC(=O)c1ccco1)C(=O)OCC(=O)Nc1ccc(F)cc1
24) CN(CC(=O)Nc1ccc(N2CCOCC2)cc1)C(=O)C12CC3CC(CC(C3)C1)C2
screen / no.	19	20	21	22	23	24
PRMT1 inh	3	3	-1	-1	0	1
GC-B act	-2	6	-6	-1	-4	1
ABHD4 inh	2	2	5	-7	3	1
MBD2 DNA inh	-2	-1	-4	3	1	-1
UHRF1 MBD2 ctr	2	0	1	2	0	2
TCR CD3 inh	-3	-6	7	-8	3	-1
HTRA1 inhibitor	-1	-1	-3	0	-1	1
NPR1 activator	4	0	0	-3	2	-4
SIAE primary	2	-5	6	1	-4	2
rCAG binder	-4	-1	2	-2	-4	-5

25) CC1Cc2nc(SCC(=O)N3CCOCC3)n(-c3ccccc3)c(=O)c2S1 (stereo not given)
26) Cn1c(NNC(=O)C(c2ccccc2)c2ccccc2)cc(=O)n(C)c1=O
27) COc1ccc(S(=O)(=O)N2CCCC2C(=O)Nc2nccs2)cc1 (stereo not given)
28) CC(C)CCn1c(N2CCOCC2)nc2c1c(=O)n(CC(N)=O)c(=O)n2C
29) CC1(C(=O)NCc2ccccc2)CSCC(=O)N1C1CCN(Cc2ccccc2)CC1 (stereo not given)
30) Cc1ccc([N+](=O)[O-])cc1S(=O)(=O)Nc1ccc(N2CCOCC2)cc1
screen / no.	25	26	27	28	29	30
PRMT1 inh	-1	-2	1	2	-3	0
GC-B act	0	4	4	10	-6	-1
ABHD4 inh	7	1	-6	-8	-1	4
MBD2 DNA inh	-9	-3	6	3	-5	1
UHRF1 MBD2 ctr	0	-4	5	8	0	-3
TCR CD3 inh	3	9	-1	-4	-3	6
HTRA1 inhibitor	0	-4	6	-4	nt	-2
NPR1 activator	0	-1	0	-4	-1	3
SIAE primary	-4	-3	3	-4	-2	2
rCAG binder	1	11	0	-3	2	2

31) c1cn2cc(-c3ccc4c(c3)OCO4)nc2s1
32) CC1CCN(C(=O)C2CCN(C(=O)c3cc4sccc4n3Cc3ccc(F)cc3)CC2)CC1
33) N=c1c(C(=O)NCC2CCCO2)cc2c(=O)n3ccccc3nc2n1Cc1ccccc1Cl (stereo not given)
34) O=C(NC(=S)Nc1cccc(Cl)c1N1CCCCC1)c1cccs1
35) O=C(NCc1ccc(F)cc1)Nc1ccccc1
36) CCCn1c(N)c(N(CCOC)C(=O)c2c(CC)noc2C)c(=O)[nH]c1=O
screen / no.	31	32	33	34	35	36
PRMT1 inh	35*	0	4	-5	0	3
GC-B act	5	5	11	-1	1	2
ABHD4 inh	-3	2	8	-7	1	11
MBD2 DNA inh	4	-5	-4	-2	0	7
UHRF1 MBD2 ctr	0	-1	-2	-1	-3	-1
TCR CD3 inh	-1	5	6	2	2	7
HTRA1 inhibitor	-1	-9	2	-8	-4	1
NPR1 activator	6	-2	15	-1	4	1
SIAE primary	5	2	9	-25	-2	-2
rCAG binder	-2	-5	0	6	0	1

37) Cc1ccccc1Nc1nnc(SCC(=O)NCc2ccco2)s1
38) Cc1cccc(NC(=O)COC(=O)C2COc3ccccc3O2)c1C (stereo not given)
39) COc1cc(Br)cc2cc(C(=O)OC3CCN(C)CC3)c(=O)oc12
40) Cc1nc2ccccc2c(=O)n1N
41) COc1ccc(-c2cc(=O)c3c(OC)c(OC)c(OC)c(OC)c3o2)cc1OC
42) Cc1ccc(OCCn2c(SCCO)nc3c(N)ncnc32)cc1
screen / no.	37	38	39	40	41	42
PRMT1 inh	0	3	2	0	-11	-3
GC-B act	0	4	1	7	-1	0
ABHD4 inh	0	2	4	1	4	2
MBD2 DNA inh	4	4	-2	7	4	-2
UHRF1 MBD2 ctr	2	1	-2	2	-1	0
TCR CD3 inh	3	0	-2	-10	12	2
HTRA1 inhibitor	-6	1	5	2	-1	0
NPR1 activator	-1	5	2	4	8	4
SIAE primary	-6	-3	0	4	1	-6
rCAG binder	7	-1	0	1	6	2

43) Cn1cnnc1SC(C(=O)Nc1ccc(F)cc1)c1ccccc1 (stereo not given)
44) Cc1cc(C(=O)Nc2ccc(C)c(S(=O)(=O)N3CCOCC3)c2)c(C)o1
45) Cc1cccc(CN2CCSc3sccc3C2=O)c1
46) CCOc1cccc(=O)c2c(C)oc(C)c12
47) COc1ccc(C2=C(Nc3ccccc3)c3ccccc3C2=O)cc1
48) CC(=O)N1CCc2cc(S(=O)(=O)CCC(=O)Nc3ccccc3F)ccc21
screen / no.	43	44	45	46	47	48
PRMT1 inh	-1	3	-1	0	1	2
GC-B act	-2	-1	0	1	1	1
ABHD4 inh	-4	0	-13	1	7	-3
MBD2 DNA inh	-4	-5	5	0	-5	-6
UHRF1 MBD2 ctr	1	1	5	-5	-3	-3
TCR CD3 inh	7	-5	8	9	-11	2
HTRA1 inhibitor	0	2	-4	-1	7	-4
NPR1 activator	-4	-1	-6	-2	-4	1
SIAE primary	1	5	-12	5	5	1
rCAG binder	-1	-2	-1	2	3	3

49) CCc1ccc(-n2c(SCc3c(C)noc3C)nnc2-c2ccncc2)cc1
50) CCOc1cc(/C=C2/C(=O)ON=C2C)ccc1OCc1ccc(F)cc1
51) CC(=O)Nc1ccc(/C=N\NC(=O)c2cccc(S(=O)(=O)N(C)C)c2)cc1
52) COc1ccc(Nc2nnc(SCC(=O)Nc3ccc4[nH]c(=O)[nH]c4c3)s2)cc1
53) O=[N+]([O-])c1ccc(C[n+]2cc(-c3ccc(Cl)c(Cl)c3)n3c2CCCCC3)cc1
screen / no.	49	50	51	52	53
PRMT1 inh	-1	-2	0	2	2
GC-B act	-5	35*	4	0	8
ABHD4 inh	1	-5	3	5	-5
MBD2 DNA inh	2	-1	-2	-4	2
UHRF1 MBD2 ctr	0	-2	-2	-1	2
TCR CD3 inh	12	1	nt	-1	-3
HTRA1 inhibitor	-2	-9	nt	-24	3
NPR1 activator	-7	42*	0	-1	7
SIAE primary	5	0	-3	1	8
rCAG binder	-7	-1	2	12	4
